FBW7 activator: human FBW7 E3 ligase activation, primary screen | AlphaScreen FBW7–phospho-cyclin E peptide binding, activator screen | 650,000 tested, 0.13% active | AID 1259310 | normalized activity (activation), % at 26.1 µM | Q969H0; in the data active = normalized activity above about 1.9%;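 note: purified mutant Fbw7 with reduced substrate affinity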
Target sequence (Q969H0 whole entry, looked up): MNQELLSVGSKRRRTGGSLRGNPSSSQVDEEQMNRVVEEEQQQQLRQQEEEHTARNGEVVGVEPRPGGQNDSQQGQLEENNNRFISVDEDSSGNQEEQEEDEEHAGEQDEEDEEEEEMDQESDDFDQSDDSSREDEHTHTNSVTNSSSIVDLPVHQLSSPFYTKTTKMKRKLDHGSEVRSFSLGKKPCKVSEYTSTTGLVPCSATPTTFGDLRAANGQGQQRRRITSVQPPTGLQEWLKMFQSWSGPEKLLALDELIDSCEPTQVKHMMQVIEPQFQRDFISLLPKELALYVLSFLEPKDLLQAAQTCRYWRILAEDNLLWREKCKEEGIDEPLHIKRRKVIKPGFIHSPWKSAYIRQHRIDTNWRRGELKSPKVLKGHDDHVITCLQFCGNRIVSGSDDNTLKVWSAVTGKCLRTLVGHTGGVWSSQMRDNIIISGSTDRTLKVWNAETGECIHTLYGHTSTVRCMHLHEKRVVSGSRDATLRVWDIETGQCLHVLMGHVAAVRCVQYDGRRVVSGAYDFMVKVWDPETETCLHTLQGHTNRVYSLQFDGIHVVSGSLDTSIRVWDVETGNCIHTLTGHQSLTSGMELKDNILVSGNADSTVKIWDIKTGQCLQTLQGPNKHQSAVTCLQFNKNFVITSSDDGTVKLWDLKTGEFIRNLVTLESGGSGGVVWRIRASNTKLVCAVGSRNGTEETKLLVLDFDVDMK
MITF primary: inhibitors of human MITF. inhibition, % at 2.6 µM. O75030. AID 1259374. 650,000 tested, 0.91% active. AlphaScreen MITF homodimerization, bead proximity signal; in the data active = inhibition above about 50%;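 note: 0% = vehicle wells with protein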
GPR151 activ: activators of human GPR151; PathHunter beta-arrestin GPR151 cells, luminescence; activation, % at 11.2 µM; Q8TDV0; AID 1508602; 650,000 tested, 1% active; in the data active = activation above about 4.9%;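 note: 0% = median of compound wells and 100% = cells with positive control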
TEAD-YAP inh: TEAD-YAP interaction inhibition; inhibition, % at 9.12 µM; 640,000 tested, 1.4% active; HEK-TIYL cells, TEAD-Gal4/YAP UAS-luciferase luminescence; AID 1259422; in the data active = inhibition above about 32%;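 note: 0% = median of test compound wells and 100% = reference inhibitor wells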
* = called active by the depositor.

entry	smiles	GPR151 activ	FBW7 activator	MITF primary	TEAD-YAP inh
1	Cc1cccc(Cc2nnc(CCC(=O)NCc3ccc(C)o3)o2)c1	0.6	0.0	6	2
2	O=c1/c(=C\c2cn(Cc3ccc(Cl)cc3Cl)nc2-c2ccccc2)sc2nc3ccccc3n12	-1.6	-0.2	5	1
3	CCCCN1C(=O)S/C(=C\c2ccc(C)o2)C1=O	2.8	-0.1	-8	-47
4	CCC(=O)NC(c1ccc(C(C)C)cc1)c1cc([N+](=O)[O-])c2cccnc2c1O (stereo not given)	1.8	-0.7	10	-1
5	CCOc1cc2c(cc1OCC)C(c1ccc(O)cc1)NCC2 (stereo not given)	0.6	0.1	14	-9
6	COc1ccc(Cl)cc1NC(=O)C1(S(=O)(=O)c2ccc(Cl)cc2)CC1	0.4	-0.1	11	1
7	Cc1cc(C)c(C#N)c(SCC(=O)N(C)c2ccccc2)n1	-0.5	0.7	2	4
8	COc1ccc(-c2cncc(C(=O)NCCCN3CCCC3=O)c2)cn1	2.2	0.7	2	8
9	COCCNC(=O)Cn1cc(C(=O)C2CCCCC2)c2ccccc21	0.9	0.0	7	7
10	Cc1nc(Nc2ccccc2)c([N+](=O)[O-])c(Nc2ccccc2)n1	-0.4	0.1	6	8
11	O=c1c2ccccc2[nH]c(=S)n1NS(=O)(=O)c1ccc(Cl)cc1	-1.6	0.0	7	3
12	CC(C)NS(=O)(=O)c1ccc(Br)c(C(=O)O)c1	-0.2	0.1	-3	-4
13	CCn1c(SCC(=O)Nc2nc3c(s2)CCCC3)nnc1-c1ccccc1	-0.5	0.2	8	5
14	CC(=O)c1c(C)nc2ccccc2c1N	-1.1	0.2	-15	-18
15	Cc1ccccc1C(=O)N(C(=O)N1CCCCC1)c1cccc(Cl)c1	-0.7	0.1	8	-3
16	CCOC(=O)c1cc2c(=O)n3ccccc3nc2n(C)c1=NC(=O)c1ccc(OCC)cc1	-0.2	0.0	-7	3
17	Cc1cc(NCCc2ccc(O)cc2)nc(Nc2cnccn2)n1	0.2	1.2	13	10
18	O=C(CC1C(=O)NCCN1C/C=C/c1ccccc1)NCCCN1CCCC1=O (stereo not given)	-0.8	-0.1	-8	-6
19	O=C(O)c1ccccc1N1C(=O)c2cccc3c([N+](=O)[O-])ccc(c23)C1=O	-0.8	-0.1	-2	1
20	Cc1nn(CCO)c(C)c1Sc1ccccc1N=Cc1ccc([N+](=O)[O-])cc1	-0.7	-0.1	-1	2
21	CCN(c1cccc(C)c1)S(=O)(=O)c1ccc2[nH]cc(C(=O)N3CCC4(CC3)OCCO4)c(=O)c2c1	0.4	-0.5	12	3
22	Cc1onc(-c2ccccc2Cl)c1C(=O)Nc1ccccc1C(F)(F)F	0.0	0.3	-7	-5
23	Cc1ccc(OS(C)(=O)=O)c(/C=C2/N=C(c3ccco3)OC2=O)c1	1.1	0.7	-5	2
24	O=C(COc1ccc(S(=O)(=O)N2CCCCC2)cc1)NCc1cccnc1	-0.2	0.8	5	-8
25	Cc1ccc(COc2ccc(C=C3C(=O)NC(=O)NC3=O)cc2)cc1	-2.2	0.2	7	-36
26	Cc1cccc(OCCCC(=O)Nc2ccc(S(=O)(=O)Nc3ncccn3)cc2)c1C	1.0	0.7	8	-5
27	COc1ccc(-c2noc(N3CCC(C(=O)NCCN4CCCCC4C)CC3)n2)cc1 (stereo not given)	0.5	-0.1	-4	-3
28	CNc1nc(Nc2ccc(F)cc2)c2cnn(C)c2n1	1.5	0.1	-11	3
29	O=C(NCC1CCCO1)C(=O)Nc1ccc(F)cc1F (stereo not given)	0.3	0.0	11	-24
30	COC(=O)C1=C(O)/C(=C\c2ccc(O)c(OC)c2)N=C1C	-0.6	0.0	4	11
31	Cc1cccc(CN2CCN(C3CCCCCC3)CC2)c1	0.1	0.3	50	-4
32	CC(C)c1ccccc1NC(=O)CCc1csc(NC(=O)c2ccc(F)cc2)n1	0.6	0.1	1	23
33	CC(C)CCNC(=O)c1cc(S(=O)(=O)N2CCOCC2)ccc1Sc1ccc(Br)cc1	-0.9	-0.4	0	-1
34	COc1ccc2[nH]c3c(N4CCOCC4)ncnc3c2c1	0.8	0.1	-15	-29
35	COc1ccc(NC(=O)c2cc(-c3ccc(F)cc3)no2)cc1	0.3	0.0	12	-1
36	CCCCOC(=O)c1cccc(NC(=O)COc2cc(C)ccc2C(C)C)c1	-0.4	0.1	-2	6
37	CCOC(=O)/C(C#N)=C1\Nc2ccccc2C1=O	-1.0	0.1	19	16
38	Clc1cc(Br)ccc1OCCOCCn1ccnc1	-0.8	-0.1	45	-26
39	CCCCOC(=O)c1cccc(NC(=O)c2cccc(C)c2)c1	-1.1	0.1	0	-47
40	CCOC(=O)c1ccc(NC(=O)COc2ccc(S(=O)(=O)NC(C)C)cc2)cc1	1.3	0.1	10	26
41	COc1cc(C(=O)N2CCN(S(=O)(=O)c3ccc(F)cc3)CC2)cc(OC)c1OC	-0.6	0.3	-15	-15
42	CCOC(=O)C1=C(C)N=c2s/c(=C/c3ccc(-c4ccccc4Cl)o3)c(=O)n2C1c1ccccc1 (stereo not given)	1.7	0.3	10	2
43	CSc1cccc(NS(=O)(=O)c2ccccc2)c1	-0.8	-0.1	0	10
44	Cc1nc2c3ccccc3n3c(CCCC(=O)NCc4ccccn4)nnc3n2n1	-0.6	-0.1	1	4
45	Cc1ccc(C)c(C(=O)COc2ncnc3sccc23)c1	0.3	-0.1	0	-9
46	O=C(NCc1cccnc1)c1ccc2nc(Nc3ccc(N4CCOCC4)cc3)sc2c1	0.9	0.1	6	-17
47	CC1=CC(c2ccco2)n2ncnc2N1 (stereo not given)	0.2	0.6	11	1
48	COC(=O)c1ccc2c(=O)n(CCc3ccc(S(N)(=O)=O)cc3)c(SCC(=O)NC3CCCCC3)nc2c1	0.9	0.2	-5	5
49	CC(C)n1c(Nc2ccccc2)nc2c(NCCOc3ccccc3)ncnc21	4.6	0.0	-6	-17
50	Cc1ccc(N2C(=O)CC(NC3CCCCC3)C2=O)cc1 (stereo not given)	1.2	0.1	0	2
51	CC1(C)CC(=O)C2=C(C1)N(c1ccc(F)c([N+](=O)[O-])c1)C(N)=C(C#N)C2c1ccc(Br)cc1 (stereo not given)	0.4	0.1	1	4
52	CCC(=O)c1ccc(N2CCN(S(=O)(=O)c3ccc(C)cc3)CC2)c(F)c1	0.3	1.0	9	7
53	Cc1ccc(-c2ccc(/C=C3\SC(=N)N(c4nccs4)C3=O)o2)cc1Cl	0.2	-0.2	-3	6
54	COc1ccc(-c2ncc(C)c(N)n2)cn1	1.0	0.2	1	-20
55	Cc1ccc(OCC(=O)Nc2ccc(N(C)C)cc2)c(Br)c1	0.2	-0.3	-4	-22
56	COc1cc(C(=O)N2c3ccccc3NC3=C(C(=O)CC(c4ccc(F)cc4)C3)C2c2cccs2)cc(OC)c1OC (stereo not given)	-0.4	0.1	4	6
57	COc1ccc(-n2cc(-c3ccccc3)c3c(NC(C)c4ccccc4)ncnc32)cc1 (stereo not given)	-1.8	-0.1	13	-3
58	O=C1c2ccc([N+](=O)[O-])cc2C(=O)N1c1c[nH]c(=O)[nH]c1=O	5.1*	-1.7	1	9
59	O=C(NCc1cccnc1)c1cc2ccccc2o1	0.7	0.5	52*	-14
60	Cc1ccc(-c2csc(Nc3ccc4c(c3)OCO4)n2)cc1C	-0.6	-0.3	7	-72

Part of the list above in another layout.
49: CC(C)n1c(Nc2ccccc2)nc2c(NCCOc3ccccc3)ncnc21
50: Cc1ccc(N2C(=O)CC(NC3CCCCC3)C2=O)cc1 (stereo not given)
51: CC1(C)CC(=O)C2=C(C1)N(c1ccc(F)c([N+](=O)[O-])c1)C(N)=C(C#N)C2c1ccc(Br)cc1 (stereo not given)
52: CCC(=O)c1ccc(N2CCN(S(=O)(=O)c3ccc(C)cc3)CC2)c(F)c1
53: Cc1ccc(-c2ccc(/C=C3\SC(=N)N(c4nccs4)C3=O)o2)cc1Cl
54: COc1ccc(-c2ncc(C)c(N)n2)cn1
55: Cc1ccc(OCC(=O)Nc2ccc(N(C)C)cc2)c(Br)c1
56: COc1cc(C(=O)N2c3ccccc3NC3=C(C(=O)CC(c4ccc(F)cc4)C3)C2c2cccs2)cc(OC)c1OC (stereo not given)
57: COc1ccc(-n2cc(-c3ccccc3)c3c(NC(C)c4ccccc4)ncnc32)cc1 (stereo not given)
58: O=C1c2ccc([N+](=O)[O-])cc2C(=O)N1c1c[nH]c(=O)[nH]c1=O
entry no.	49	50	51	52	53	54	55	56	57	58
GPR151 activ	4.6	1.2	0.4	0.3	0.2	1.0	0.2	-0.4	-1.8	5.1*
FBW7 activator	0.0	0.1	0.1	1.0	-0.2	0.2	-0.3	0.1	-0.1	-1.7
MITF primary	-6	0	1	9	-3	1	-4	4	13	1
TEAD-YAP inh	-17	2	4	7	6	-20	-22	6	-3	9

59: O=C(NCc1cccnc1)c1cc2ccccc2o1
60: Cc1ccc(-c2csc(Nc3ccc4c(c3)OCO4)n2)cc1C
entry no.	59	60
GPR151 activ	0.7	-0.6
FBW7 activator	0.5	-0.3
MITF primary	52*	7
TEAD-YAP inh	-14	-72

Going on with the list.
entry	smiles	GPR151 activ	FBW7 activator	MITF primary	TEAD-YAP inh
61	COC(=O)c1cccc(C(=O)Oc2cccc(C)c2)n1	-0.1	0.0	-4	-14
62	Nc1nnc(COc2cccc(C(F)(F)F)c2)s1	0.5	0.2	0	6
63	N#Cc1cnn(-c2ccc(C(=O)O)cc2)c1N	-1.3	0.1	-7	-7
64	Cc1nn(C(=O)c2ccccc2I)c(C)c1S(=O)(=O)N1CCCC1	-0.7	-0.1	11	5
65	Cc1ccc(S(=O)(=O)N(CCc2ccccc2)CC(=O)Nc2cccc3ccccc23)cc1	-0.4	0.1	-4	2
66	O=[N+]([O-])c1ccc(N/N=C/c2ccc[nH]2)cc1	2.4	-0.2	29	0
67	Cc1cc(C)n2nc(SCC(=O)Nc3ccccc3[N+](=O)[O-])nc2n1	1.4	-0.1	6	12
68	Cc1ccc(C2CC(=O)N3CN(C)CSC3=C2C#N)cc1 (stereo not given)	0.7	-0.1	2	7
69	c1ccc(-n2cnc3c(NCc4nc5ccccc5[nH]4)nc(N4CCc5ccccc5C4)nc32)cc1	0.9	-0.1	3	-13
70	Cc1ccc(S(=O)(=O)N(CC(=O)NCC2CCCO2)C2CCCCC2)cc1 (stereo not given)	-0.9	-0.1	1	5
71	Cc1ccccc1N1CC(O)(c2ccc3c(c2)OCCO3)[N+]2=C1SCCC2 (stereo not given)	-1.8	0.4	14	20
72	CNC(=O)c1ccccc1Nc1cc(Nc2ncccn2)ncc1C(F)(F)F	-0.8	0.1	21	24
73	COc1cc(NC(=O)c2ccccc2OC)cc(OC)c1	-0.6	0.0	-7	-11
74	Cc1nnc(NC(=O)c2ccc(C)c(S(=O)(=O)N3CCCCCC3)c2)s1	-0.8	0.0	9	2
75	CC(C)N(CCNC(=O)c1csc(N2CCN(Cc3ccc4c(c3)OCO4)CC2)n1)C(C)C	0.8	0.1	16	11
76	Cc1cc(C)n(CNc2nccs2)n1	-1.1	0.6	20	14
77	O=C(CCCCCn1c(=S)[nH]c2ccccc2c1=O)NCCCN1CCCC1=O	3.6	0.0	-9	-1
78	COc1ccc(C(C)=O)cc1CSc1ncccn1	-0.1	0.0	-3	2
79	COc1ccc(-n2c(=S)[nH]c3cc(C(=O)Nc4cc(C)cc(C)c4)ccc3c2=O)c(OC)c1	3.2	0.0	18	6
80	Cc1ccc(NC(=O)c2ccc(Nc3nnc(C)c4ccccc34)cc2)cc1	-0.3	0.1	5	-7
81	COCCNS(=O)(=O)c1ccc(OC)c(C)c1C	-0.7	-0.1	3	-10
82	CC(C)N(C(=O)CN1C(=O)NC(C)(c2ccc(OCC(N)=O)cc2)C1=O)C(C)C (stereo not given)	1.7	0.1	10	4
83	CC(C)CN1CCN(Cc2nc3ccccc3s2)CC1CCO (stereo not given)	1.3	-0.2	3	-6
84	CCOc1ccc(C(C#N)N2CCOCC2)cc1OC (stereo not given)	0.1	-0.1	-11	-9
85	Cc1oc(-c2cccs2)nc1CSCC(=O)NC1CCCCCC1	-1.0	-0.4	9	-14
86	COc1ccc2nc(SCC(=O)Nc3ccccc3Cl)[nH]c2c1	-1.7	-0.2	3	-7
87	c1ccc(Cc2nc3ccccc3o2)cc1	-1.0	0.2	17	6
88	COc1ccc(OC)c(NC(=O)c2ccc(OC)c(I)c2)c1	0.7	-0.1	8	-7
89	COC(CNC(=O)c1cc(C)nn1-c1ccccc1)OC	-0.5	1.6	21	-13
90	C=C(C)[C@@H]1CC=C(CN(C)Cc2nnc(SCc3ccncc3)n2C)CC1	1.3	-0.1	6	-5
91	CCOc1cccc2cc(-c3csc(Nc4ccc(C(F)(F)F)cc4)n3)c(=O)oc12	-1.4	0.1	5	6
92	COc1ccc(S(=O)(=O)Nc2ccccc2C(=O)NC2CCCCC2)cc1OC	-1.2	0.1	-1	2
93	Cn1c(C#CC(C)(C)O)cc2ccccc21	-0.6	0.1	0	-34
94	O=C(c1cnn2c1NC(c1ccc3c(c1)OCO3)CC2C(F)(F)F)N(Cc1ccccc1)Cc1ccccc1 (stereo not given)	-0.2	-0.2	-1	0
95	O=c1c2cc3c(=O)n(CCCn4ccnc4)c(=O)c3cc2c(=O)n1CCCn1ccnc1	-1.9	-0.2	-6	8
96	Cc1cc(NC(=O)c2ccc([N+](=O)[O-])cc2[N+](=O)[O-])ccc1NC(=O)c1ccccc1	-0.2	0.0	6	2
